From PubChem
All columns: NCI-60 one-dose screen, growth in % after 48 h at 10 µM unless noted; 100 = growth as untreated, 0 = no growth, -100 = all killed.
SR – SR leukemia cells; 73,000 tested, 8.7% active
BT-549 – BT-549 breast cancer; 78,000 tested, 4.4% active; AID 1794793
MCF7 – MCF7 breast cancer | 82,000 tested, 6.3% active
MDA-MB-468 – MDA-MB-468 breast cancer; 78,000 tested, 8.5% active
K-562 – K-562 leukemia; 78,000 tested, 7.4% active; AID 1794777
T-47D – T-47D breast cancer. 79,000 tested, 5% active. AID 1794792
HS 578T – HS 578T breast cancer; 78,000 tested, 4.1% active
MDA-MB-231 – MDA-MB-231 breast cancer. 81,000 tested, 5% active
Numbers without * were called inactive; . = not tested or not shown; [ ] = another dose, or the depositor's remark. The calls were made as follows: active = growth percent below 10; inactive = the rest.

SMILES	SR	BT-549	MCF7	MDA-MB-468	K-562	T-47D	HS 578T	MDA-MB-231
CCOC(=O)c1c(C)c2c(n1C)CSc1cc(C(=O)c3ccccc3)c(=O)[nH]c1-2	88[100 µM]	94[100 µM]	91[100 µM]	97[100 µM]	102[100 µM]	72[100 µM]	91[100 µM]	87[100 µM]
NC(=O)NC(=O)/C=C\C(=O)OCCOC(=O)/C=C\C(=O)NC(N)=O	107	109	101	105	100	94	107	102
COC(=O)CNC(=O)[C@@H](OC)[C@@H]1Cc2cc3cc(OC4CC(OC5CC(O)C(O)C(C)O5)C(O)C(C)O4)c(C)c(O)c3c(O)c2C(=O)[C@H]1OC1CC(OC2CC(OC3CC(C)(O)C(O)C(C)O3)C(O)C(C)O2)C(O)C(C)O1 (some centres not stated)	11	-44*	7.6*	-22*	10	11	-6.6*	21
NCC(O)C(O)C(O)CO (configuration not stated)	105	104	94	97	86	101	106	102
Cn1c2ccccc2c2c3c(c4c5cc(F)ccc5oc4c21)C(=O)N(O)C3=O	.	44	23	53	70	30	89	73
CCC(C)NC(=O)/C=C/c1ccccc1 (configuration not stated)	80	.	99	103	94	.	96	90
CC(C)OC(=O)C#N	107	113	96	89	107	100	101	115
CSC(=S)O[C@@H]1CC(C)(C)CC2C3=CCC4[C@@]5(C)CCC(=O)C(C)(C)C5CC[C@@]4(C)[C@]3(C)CC[C@]21C(=O)O (some centres not stated)	69	96	81	94	70	81	88	92
COc1ccc(C(=O)c2cc(OC)c(OC)c(OC)c2)cc1/C=C/C(=O)c1ccc(O)cc1	11	7.6*	12	34	19	37	43	35
c1cc(-c2nnc(Nc3ccc4c(c3)OCCO4)o2)[nH]n1	86	94	94	87	97	96	.	103
CCOC(=O)/C(=C(\[O-])OCC)[n+]1ccccc1	111	110	99	92	.	99	118	111
COc1ccc(CC(=O)OCCBr)cc1	.	108	105	115	108	115	.	112
CC(C)NC(=O)Nc1cccc(Cl)c1	96	115	95	96	118	91	103	83
CN(C[C@H]1Cc2ncccc2CN1)[C@H]1CCCc2cccnc21	.	90	90	102	75	81	107	93
CC(=O)Nc1ccc(CC#N)cc1	127	110	94	117	102	107	101	114
O=I(=O)c1ccccc1	92	114	87	94	92	102	.	116
Cc1c(-c2c(Cl)cccc2Cl)noc1CN(C)C	103	102	100	94	105	108	111	118
C#CC(CC(C)CC(C)(C)C)N(C)C (configuration not stated)	97	102	94	99	101	107	128	99
Nc1cc(C(F)(F)F)cc(C(F)(F)F)c1	106	91	106	.	116	106	112	114
Cn1c(=O)[nH]c(=O)c2nc(/C=C(\O)c3ccc(F)cc3)c(=O)[nH]c21	112	107	93	98	105	97	109	106

An excerpt of these results, with two lines to a compound:
Sequence of screens: SR | BT-549 | MCF7 | MDA-MB-468 | K-562 | T-47D | HS 578T | MDA-MB-231
> CC(=O)Nc1ccc(CC#N)cc1
 : 127 | 110 | 94 | 117 | 102 | 107 | 101 | 114
> CN(C[C@H]1Cc2ncccc2CN1)[C@H]1CCCc2cccnc21
 : . | 90 | 90 | 102 | 75 | 81 | 107 | 93
> NCC(O)C(O)C(O)CO (configuration not stated)
 : 105 | 104 | 94 | 97 | 86 | 101 | 106 | 102
> CCOC(=O)/C(=C(\[O-])OCC)[n+]1ccccc1
 : 111 | 110 | 99 | 92 | . | 99 | 118 | 111
> COc1ccc(CC(=O)OCCBr)cc1
 : . | 108 | 105 | 115 | 108 | 115 | . | 112

Part of the list above, with two lines to a compound:
Fields – SR, BT-549, MCF7, MDA-MB-468, K-562, T-47D, HS 578T, MDA-MB-231
> Cc1c(-c2c(Cl)cccc2Cl)noc1CN(C)C
 : 103, 102, 100, 94, 105, 108, 111, 118
> O=I(=O)c1ccccc1
 : 92, 114, 87, 94, 92, 102, ., 116
> C#CC(CC(C)CC(C)(C)C)N(C)C (configuration not stated)
 : 97, 102, 94, 99, 101, 107, 128, 99
> Cn1c(=O)[nH]c(=O)c2nc(/C=C(\O)c3ccc(F)cc3)c(=O)[nH]c21
 : 112, 107, 93, 98, 105, 97, 109, 106

Further records
SMILES	SR	BT-549	MCF7	MDA-MB-468	K-562	T-47D	HS 578T	MDA-MB-231
CC(=N\NC(N)=S)/C(=N/NC(N)=S)c1ccccc1	104	91	84	80	97	84	130	108
O=C(CN1C(=O)/C(=C/c2ccc(Cl)cc2)SC1=S)NCCCN1CCOCC1	98	102	93	94	94	84	84	99
COc1cc(-c2nn3c(-c4ccsc4)nnc3s2)cc2c1OCCO2	64	92	86	78	79	80	118	89
c1ccc2c(c1)Oc1ccccc1C2C1c2ccccc2Oc2ccccc21	86	106	95	107	94	81	100	93
CCOC(=O)c1[nH]c(C)c(Cc2c(C)[nH]c(C(=O)OCC)c2C)c1C	68	103	91	108	97	92	104	102
CCOC(=O)c1cc2c(n1Cc1ccccc1OC)-c1[nH]c(=O)c(S(=O)(=O)c3ccccc3)cc1CCC2	84	93	83	103	82	76	87	101
COC(=O)c1c(Cl)c(Cl)c(Cl)c(Cl)c1C(=O)OC	124	113	101	.	113	100	.	97
Cc1ccc(C(=O)c2ccc(CC(=O)NN3C(=O)CCC3=O)n2C)cc1	110	107	92	99	110	100	100	88
CC(=O)c1ccc(-n2c(Sc3nc(-c4ccccc4)c(C#N)c(=O)[nH]3)cn3c4c(=O)n(C)c(=O)n(C)c4nc23)cc1	.	85	75	109	103	86	92	92
O=c1[nH]n(C(=S)N/N=C/c2ccccc2Cl)c(=O)c2ccccc12	-14*	-57*	11	-27*	4.5*	12	.	.
ClCCCOCCCCl	95	104	98	102	102	92	110	113
CC(Oc1ccccc1-c1ccccc1)C(=O)N(C)C (configuration not stated)	112	113	100	110	123	90	108	116
Cc1[nH]c(=O)[nH]c(=O)c1Cc1ccc(Cl)cc1	95	.	89	99	104	101	92	102
O=C1Nc2ccccc2/C1=C/c1cn(CC(O)CN2CCCCC2)c2ccccc12 (configuration not stated)	87	107	105	101	110	101	82	92
CC(Br)C(=O)c1cccc2ccccc12 (configuration not stated)	90	104	95	109	103	91	96	103
NC(N)=NC1CCCCC1	93	105	96	89	94	103	107	117
COc1cc([C@@H]2c3cc4c(cc3[C@H](O)[C@@H](CO)[C@@H]2C(=O)O)OCO4)cc(OC)c1OC	110	96	107	105	101	96	102	103
O=C(/C=C/c1ccc(F)cc1)c1ccc(NC(=O)N2CCN(c3cc4c(cc3F)c(=O)c(C(=O)O)cn4C3CC3)CC2)cc1	72	76	97	68	91	94	90	90
C[N+](C)(C)CC(=O)c1ccccc1	84	99	94	99	92	99	105	110
C/C(=N\O)c1ccc(NC(=O)CSc2nnc(-c3cc(-c4ccc(S(N)(=O)=O)cc4)nc4ccccc34)n2-c2ccccc2)cc1	24	68	45	63	43	37	62	74
COc1cccc(/C=C/C(=O)/C=C(/C=C/c2cccc(OC)c2OC)OB(F)F)c1OC	15	48	27	53	33	41	38	60
CCOCCOC(=O)c1ccc(C(C)C)cc1	.	108	94	117	116	91	114	101
CCCCCn1c(C)cc(/C=C\c2ccc3cc(C)ccc3[n+]2C)c1C	9.6*	-30*	-18*	-82*	9.6*	-49*	-24*	-47*
CN1CCC(NC(=O)Nc2ncccc2OCc2cccc(F)c2)CC1	.	88	92	97	83	88	91	103
OC(CN1CCOCC1)c1ccc(Cl)cc1 (configuration not stated)	93	107	100	116	95	95	110	103
O=C1Nc2ccccc2/C1=C/c1cn(C[C@@H](O)Cn2c3ccccc3c(=O)c3ccccc32)c2ccccc12	66	73	46	80	68	63	63	50
CCn1c(SCC(=O)Nc2cccc(C(=O)/C=C/c3ccc(Br)cc3)c2)nc2ccccc2c1=O	74	86	22	87	77	91	98	85
COc1ccc(/C=C(/C(=O)NS(=O)(=O)c2ccc(Cl)cc2)c2cc(OC)c(OC)c(OC)c2)cc1OC	105	106	94	96	97	101	90	114
CCCCC(CC)C(=O)O (configuration not stated)	105	102	92	103	96	92	105	103
C=CCOC(=O)c1ccco1	100	116	93	99	100	108	109	107
Cc1ccc2nc(-c3ccc(-c4n[nH]c(=S)n4-c4ccccc4)cc3)[nH]c2c1	.	114	98	105	.	99	98	99
O=C(NCCCl)c1cc(Cl)cc(Cl)c1	103	105	96	108	101	94	103	121
O=C(NCc1ccccc1)NCN1C(=O)c2cccc3cccc(c23)C1=O	86	100	92	90	91	92	105	102
C=C(C[C@@](O)(C(=O)Oc1ccccc1)[C@H](O)CC)c1ccccc1	93	100	100	98	96	98	107	103
CCC(CO)Nc1nc2ccc(Cl)cc2c2ccccc12 (configuration not stated)	27	71	73	33	38	59	30	56
O=C1/C(=C/c2ccc(Cl)cc2)CCc2ccccc21	.	105	89	98	79	89	.	110
C[C@]12CC[C@H]3[C@@H](CC=C4C[C@@H](O)CC[C@@]43C)[C@@H]1CC[C@@H]2[C@](C)(O)CCc1cccnc1	32	48	35	25	26	36	56	77
CC(=O)N/N=C/c1ccc(N(C)C)cc1	97	98	96	126	92	104	118	124
O=C(NCCO)c1cc2ccccc2cc1O	109	113	93	123	104	92	94	103
COc1cc2oc(-c3cccc(C(=O)Nc4ccc(C#N)cc4)c3)cc(=O)c2c(OC)c1OC	93	86	92	102	85	66	99	94
N#CC1=C(N)Oc2c(ccc3ccccc23)C1c1ccccc1Cl (configuration not stated)	.	21	17	8.8*	.	67	17	9.2*
C[C@H]1[C@H]2C3=CC[C@@H]4[C@@]5(C)C/C(=C/c6ccncc6)C(=O)C(C)(C)[C@@H]5CC[C@@]4(C)[C@]3(C)CC[C@@]2(C(=O)N2CCN(C)CC2)CC[C@@H]1C	.	89	59	41	40	.	70	81
CCNCCCn1c2c(c3cc(OC)c(OC)cc3c1=O)C(=O)c1cc3c(nc1-2)OCO3	-7.5*	36	-89*	-36*	-18*	32	97	-92*
O=C(O)Cc1cc(=O)[nH]c(=O)[nH]1	98	102	95	99	97	99	.	107
CCc1c(C(=O)N[C@@H]2c3cc(Cl)ccc3CC[C@@H]2O)[nH]c(C)c1C(C)=O	53	81	85	94	70	70	78	84
C=C1C(=O)O[C@H]2[C@H]1CC/C(COC(=O)NCCOCCOCC(=O)Nc1ccc(OC)c(C(N)=O)c1O)=C\CC[C@@]1(C)O[C@@H]21	7.9*	69	32	17	26	48	90	52
N#Cc1c(Cl)nc(SCC(=O)N2CCN(c3cc4c(cc3F)c(=O)c(C(=O)O)cn4C3CC3)CC2)nc1-c1ccc(Br)cc1	102	105	98	99	96	101	95	102
O=C(NCCNC(=O)Oc1cccc2ccccc12)Oc1cccc2ccccc12	98	105	84	103	102	72	104	69
CCOC(CNCc1ccncc1)OCC	98	81	103	101	85	94	117	102
O=C(O)CC/C(=N\NC(=O)c1ccncc1)c1ccccc1	96	103	103	97	103	104	102	111

Arranged by count of non-hydrogen atoms (smallest number first): part of the list above.
SMILES	SR	BT-549	MCF7	MDA-MB-468	K-562	T-47D	HS 578T	MDA-MB-231
O=C(O)CC/C(=N\NC(=O)c1ccncc1)c1ccccc1	96	103	103	97	103	104	102	111
CCc1c(C(=O)N[C@@H]2c3cc(Cl)ccc3CC[C@@H]2O)[nH]c(C)c1C(C)=O	53	81	85	94	70	70	78	84
N#Cc1c(Cl)nc(SCC(=O)N2CCN(c3cc4c(cc3F)c(=O)c(C(=O)O)cn4C3CC3)CC2)nc1-c1ccc(Br)cc1	102	105	98	99	96	101	95	102

(continued)
SMILES	SR	BT-549	MCF7	MDA-MB-468	K-562	T-47D	HS 578T	MDA-MB-231
C=CCn1c(SCC(=O)Nc2ccc(C(=O)/C=C/c3ccc(OC)cc3)cc2)nnc1-c1cc(OC)c(OC)c(OC)c1	55	67	31	67	79	37	76	61
Cc1cc(N)c(-n2[nH]c(=O)cc2C)cc1C	115	108	99	115	110	101	.	114
C[n+]1c2ccccc2cc2oc3ccccc3c21	103	104	102	90	69	111	103	88
C=C(C(=O)O)c1ccccc1	94	102	94	105	98	109	109	101
N#Cc1ncc(-c2ccc(F)cc2F)c(NC2CCCCCC2)n1	86	99	83	.	86	75	66	62
CN(C)c1ccc(-c2ccc(-c3ccc(C(=N)N)cn3)o2)cc1	.	-12*	-38*	-64*	-47*	-68*	-20*	-84*
